HT1080 cytotoxicity – cytotoxicity in HT1080 fibrosarcoma cells, cell-based, fluorescence readout (AID 620); HT1080 viability, fluorescence; higher % means a stronger effect; cytotoxicity, % at 10 µM, or EC50 in µM where a hit was titrated; hit rate 0.42% among 87,000; in the data active = cytotoxicity above about 50%;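 also: cells exposed to compound overnight then 4 h with Alamar Blue; 0% = vehicle DMSO and 100% = killing control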
Active calls of the source: *.

Structure | HT1080 cytotoxicity
Cc1ccccc1OCC(=O)Nc1ccc(C(N)=O)cc1 | -1%
CCCCOc1ccc(Cl)cc1CSc1n[nH]c(C)n1 | 13%
Clc1ccc(C(c2ccccc2)N2CCNCC2)cc1 (stereo unspecified) | 9%
Cc1cc(NC(=O)CCC(=O)N(CC(=O)NCC2CCCO2)c2ccc3c(c2)OCCO3)no1 (stereo unspecified) | -5%
Cc1nc(SCC(=O)NCCc2ccc(Cl)cc2)nc(C)c1C | -18%
CCCCNc1oc(-c2cccs2)nc1S(=O)(=O)c1ccccc1 | -6%
N/C(=N\OC(=O)Cc1ccc(-c2ccccc2)cc1)c1ccccn1 | -9%
CCOC(=O)c1c(-c2cccs2)csc1NC(=O)CN(CC)CC | -15%
CCn1c(CNC(=O)c2ccco2)nnc1SCC(=O)Nc1ccc(Br)cc1F | 5%
C=CCn1c(COc2ccc(CC)cc2)nnc1SCC(=O)NC1CCS(=O)(=O)C1 (stereo unspecified) | 6%

Structure | HT1080 cytotoxicity
O=C(Cc1cccc2ccccc12)N1CCCc2ccccc21 | -12%
COc1ccc(C(=O)SC2=NCCS2)cc1 | -11%
CCCCCNC(=O)c1ccc2c(=O)n(CCOC)c(=O)[nH]c2c1 | -8%
Cc1ccc(S(=O)(=O)Nc2nc3ccccc3s2)cc1 | -10%
O=C(CC1NC(=O)NC1=O)Nc1ccc(Cl)cc1 (stereo unspecified) | -7%
CCOC(=O)C(NCc1ccc2c(c1)OCO2)(NC(=O)c1ccccc1)C(F)(F)F (stereo unspecified) | 4%
CCOc1ccc(S(=O)(=O)NCc2ccc(OC)cc2)c2cccnc12 | 6%
CCN(CC(=O)NC1CCS(=O)(=O)C1)c1nc(-c2cccnc2)nc2ccccc12 (stereo unspecified) | -16%
CC(C)c1ccc(CN(C(=O)C2COc3ccccc3O2)C2CCS(=O)(=O)C2)cc1 (stereo unspecified) | -15%
O=S1(=O)CC(O)C(N2CCCCC2)C1 (stereo unspecified) | -2%

By substructure, the compounds so far with a carbonyl joined to an NH by a bond outside any ring.
Structure | HT1080 cytotoxicity
Cc1ccccc1OCC(=O)Nc1ccc(C(N)=O)cc1 | -1%
Cc1cc(NC(=O)CCC(=O)N(CC(=O)NCC2CCCO2)c2ccc3c(c2)OCCO3)no1 (stereo unspecified) | -5%
Cc1nc(SCC(=O)NCCc2ccc(Cl)cc2)nc(C)c1C | -18%
CCOC(=O)c1c(-c2cccs2)csc1NC(=O)CN(CC)CC | -15%
CCn1c(CNC(=O)c2ccco2)nnc1SCC(=O)Nc1ccc(Br)cc1F | 5%
C=CCn1c(COc2ccc(CC)cc2)nnc1SCC(=O)NC1CCS(=O)(=O)C1 (stereo unspecified) | 6%
CCCCCNC(=O)c1ccc2c(=O)n(CCOC)c(=O)[nH]c2c1 | -8%
O=C(CC1NC(=O)NC1=O)Nc1ccc(Cl)cc1 (stereo unspecified) | -7%
CCOC(=O)C(NCc1ccc2c(c1)OCO2)(NC(=O)c1ccccc1)C(F)(F)F (stereo unspecified) | 4%
CCN(CC(=O)NC1CCS(=O)(=O)C1)c1nc(-c2cccnc2)nc2ccccc12 (stereo unspecified) | -16%

(listing goes on)
Structure | HT1080 cytotoxicity
COc1ccc(Nc2ncccc2C(=O)NCc2ccccc2)cc1 | 6%
Cc1cc2cc(C(c3nnnn3Cc3ccccc3)N3CCc4ccccc43)c(=O)[nH]c2cc1C (stereo unspecified) | -2%
O=C(COC(=O)c1ccccc1-c1ccccc1[N+](=O)[O-])c1ccccc1 | -6%
CCN(CC)C(=O)c1ccccc1NC(=O)c1cccc(S(=O)(=O)N(CC)CC)c1 | 1%
Cc1ccc(OCC(=O)Nc2cccc(-c3nnc(-c4ccccc4)o3)c2)c(C)c1 | -8%
CCc1ccc(Nc2nnc(SCn3nnc4ccccc4c3=O)s2)cc1 | 8%
Cc1cccc(Cn2nnc3c2C(=O)c2ccccc2C3=O)c1 | -48%
COC(=O)c1cc(OC)c(OC)cc1NC(=O)c1ccc(OC)c(OC)c1 | -1%
C=CCN(CC=C)Cc1c(C)[nH]c2ccc(C(=O)OCC)cc2c1=O | -2%
c1ccc(-c2cc3n(c2)CCc2ccccc2-3)cc1 | -12%

Structure | HT1080 cytotoxicity
O=C(C(c1ccccc1)c1ccccc1)N1CCN(Cc2ccco2)CC1 | -6%
CCC(C)NS(=O)(=O)c1ccc(NC(=O)CCC2CCCCC2)cc1 (stereo unspecified) | -5%
COc1ccc(Cl)cc1N/C(N)=N/c1nc(CSc2ccc(C)cc2)cc(=O)[nH]1 | 4%
O=C1OCCC1Sc1nnc(-c2cccc(Br)c2)o1 (stereo unspecified) | 9%
CC(C)(C)NC(=O)CSC(=Nc1ccc(F)cc1)NC#N | -3%
O=Cc1c(N2CCCCCC2)nc2ccccn2c1=O | 1%
CC(C)(C)NC(=O)CN(C(=O)CSc1nnc(COc2ccccc2)o1)c1cccc(F)c1 | 7%
CCOc1ccc(Oc2cc(C)nc(SC)n2)nn1 | 5%
CC(C)CC(=O)Nc1nc2ccc(S(=O)(=O)N3CCOCC3)cc2s1 | 3%
CCC1=C(C)N(CCCC(=O)O)C(=O)NC1c1cccc(Cl)c1Cl (stereo unspecified) | -12%

Structure | HT1080 cytotoxicity
O=C(CSc1n[nH]c(-c2ccccc2)n1)Nc1ccc(Br)cn1 | -16%
Cc1cc(NC(=O)CCC2CCCCC2)no1 | 18%
Cc1cccc(NC(=O)Cc2coc3ccc4ccccc4c23)n1 | -5%
CCOC(=O)c1ccc(NC(=O)CCOc2ccccc2)cc1 | -4%
N#CCCn1cc(/C=C(\C#N)c2nc3ccccc3s2)c(-c2ccc(F)cc2)n1 | -5%
O=C(CCCN1C(=O)c2ccccc2C1=O)NCC1CCCO1 (stereo unspecified) | -11%
Cc1ccc(S(=O)(=O)CCC(=O)N2CCN(c3ccc(Cl)cc3)CC2)cc1 | -29%
Cc1ccccc1NC(=O)N1C2CCC1CC(O)(c1cccnc1)C2 (stereo unspecified) | -12%
CCOC(=O)c1ccc(NC=C2C(=O)OC3(CCCCC3)OC2=O)cc1 | -15%
CCC/C=C(\CCC)C(NS(=O)(=O)c1ccccc1)c1ccc(C(F)(F)F)cc1 (stereo unspecified) | -23%

Structure | HT1080 cytotoxicity
COc1ccc(CN2CCOCC2)cc1OC | 12%
Oc1c(C=Nc2cccc3nsnc23)ccc2ccccc12 | 6%
Cc1ccc(C2C(C(=O)O)c3ccccc3C(=O)N2C)c(C)c1 (stereo unspecified) | 4%
CCSc1nc(=O)n(-c2ccccc2)c(C)c1C(C)=S | -4%
CCOC(=O)CC(NC(=O)c1ccc(C)cc1)c1ccc(C)cc1 (stereo unspecified) | -25%
CC(C)c1nc2n[nH]c(N)c2c2c1CSC(C)(C)C2 | 28%
Cc1ccc(S(=O)(=O)NC(=O)Nc2ccccc2F)cc1 | -3%
COc1ccc(S(=O)(=O)N(C)CC(=O)NCCC2=CCCCC2)cc1C | -9%
Cc1cc2n(n1)C(c1cn(-c3ccccc3)nc1C)Nc1c(C)cccc1-2 (stereo unspecified) | 9%
Cc1ccc(C(=C2C3C=CC2C2C(=O)NC(=O)C32)c2ccc(C)cc2)cc1 (stereo unspecified) | 0%

Structure | HT1080 cytotoxicity
Cc1ccc(/C=c2\sc3n(c2=O)CN(c2cccc(Br)c2)CN=3)o1 | -6%
COC(=O)[C@@]1(Cc2ccc(F)cc2)[C@H]2c3cc(C(=O)N4CCCC4)n(CCc4ccc(O)c(O)c4)c3C[C@H]2CN1C(=O)c1ccccc1 | -16%
COc1ccccc1/C=C/C1=NC(=C\N(C)C)/C(=O)O1 | 7%
O=C1CC(SCCO)C(=O)N1c1ccccc1 (stereo unspecified) | 6%
COC(=O)[C@@]1(Cc2ccc(OC)cc2)[C@H]2c3cc(C(=O)N4CCCC4)n(CCn4cc([N+](=O)[O-])nc4C)c3C[C@H]2CN1C(=O)c1ccccc1 | -2%
CC12CCC(C(=O)N(CSC(=S)N/N=C\c3ccccc3)C1=O)C2(C)C (stereo unspecified) | -13%
CCOC(=O)C1=C(C)N(CCCC(=O)O)C(=O)NC1c1ccccc1OC(=O)c1cccs1 (stereo unspecified) | -20%
Cc1nc(OCc2ccccc2)c2sc3nc4c(cc3c2n1)COC(C)(C)C4 | -7%
N/C(=N\OC(=O)c1cc(Cl)ccc1Cl)c1cccnc1 | -16%
CS(=O)(=O)N(Cc1ccc(Cl)cc1)c1ccc(C(=O)NCCC2=CCCCC2)cc1 | -3%

Structure | HT1080 cytotoxicity
CCOC(=O)C1CCN(S(=O)(=O)c2ccc(Cl)cc2OC)CC1 | -4%
O=C1C2C3C=CC(C4CC34)C2C(=O)N1/N=C/c1ccc(-c2ccc(Cl)cc2[N+](=O)[O-])o1 (stereo unspecified) | -4%
CCN(CC)CCOc1nnc(-c2ccc(C)cc2)c2ccccc12 | -2%
Nc1cc(C(=O)O)ccc1N1CCCCC1 | -6%
COc1ccc(CCN2C(=O)CC(NCCc3ccc(S(N)(=O)=O)cc3)C2=O)cc1OC (stereo unspecified) | -7%
CCOC(=O)N1CCN(C(=O)c2ccc(OCC)c(OCC)c2)CC1 | -1%
CC1CCCN(C(=O)CCCn2c(=S)[nH]c3ccccc3c2=O)C1 (stereo unspecified) | -13%
COc1ccc(/C(C)=C2/SC(=S)N(CCC(=O)O)C2=O)cc1 | 1%
C=CCn1c(Cc2ccc(OC)cc2)nnc1SCC(=O)NCCc1ccccc1 | 2%
CCOC(=O)C1=NN(c2ccc(Cl)cc2)C(c2ccccc2)CC1=O (stereo unspecified) | -12%

Structure | HT1080 cytotoxicity
COc1nc(C)nc2c1ccc1ccccc12 | 3%
O=C(O)C1CC(=O)N(c2ccc(OCc3ccc(Cl)cc3Cl)cc2)C1 (stereo unspecified) | 2%
COCCn1c(SCC(=O)NCc2ccco2)nnc1C(C)C | 3%
CCN(CC)C(=O)COc1ccc(S(=O)(=O)N2CCOCC2)cc1 | 1%
O=C1N=C(N2CCCCC2)SC1=C1CCCCC1 | 25%
O=C(CSc1n[nH]c(-c2cccs2)n1)N1CCN(S(=O)(=O)c2ccc3ccccc3c2)CC1 | -14%
CCN1CCN(C(=O)Nc2ccccc2OC)CC1 | -5%
COC(=O)CC1Oc2cc3oc4c(c3cc2O1)C(=O)CC(C)(C)C4 (stereo unspecified) | 8%
COc1ccc(N(C(=O)C(C)C)S(=O)(=O)c2cccs2)cc1 | -12%
CCCCN(CC)C(=O)CSc1nc2ccccc2c(=O)n1CC1COc2ccccc2O1 (stereo unspecified) | 19%

Structure | HT1080 cytotoxicity
Cc1cc(C)n(CC(O)Cn2c3ccc(Br)cc3c3cc(Br)ccc32)c(=O)n1 (stereo unspecified) | 2%
Cc1cc(=O)[nH]c(N=N/C(=N/Nc2ccccc2C)c2ccccc2)n1 | 12%
CCOC(=O)c1cnc2c(ccc3ccccc32)c1NCCO | 11%
CC(C)(NO)/C(=N\O)c1ccc(Cl)cc1 | -5%
O=C(c1ccccc1)c1ccc(OCCn2cnc3ccccc3c2=O)cc1 | -10%
CNC(=S)N1N=C(c2ccc(C)cc2)CC1c1ccc(Cl)cc1 (stereo unspecified) | -4%
COc1ccc(-c2nc(NC(=O)Cn3ccc(C(F)(F)F)n3)sc2C)cc1 | -5%
O=C(CNS(=O)(=O)c1ccc(Br)cc1)N1CCOCC1 | 3%
C=CCn1c(SCC(=O)Nc2nc(C)cs2)nnc1C(C)NC(=O)c1ccccc1Cl (stereo unspecified) | -4%
Cc1ccc(C(C)C)c(OCCCN2C(=O)NC(C)(C)C2=O)c1 | -19%

Structure | HT1080 cytotoxicity
COCCN1C(=O)/C(=C/c2ccc(Oc3ccc([N+](=O)[O-])cn3)c(OC)c2)SC1=Nc1ccccc1 | -1%
COc1ccc(Cc2nc(C(=O)Nc3ccccc3)cs2)cc1 | 32%
O=c1oc(-c2ccc(F)cc2)nc2ccsc12 | -3%
CSCCC(NS(=O)(=O)c1ccc(Cl)cc1)C(=O)OCC(=O)NC1CC1 (stereo unspecified) | -11%
CCCOn1c(-n2nc(C)cc2C)nc2ccccc2c1=O | 5%
O=C(c1ccco1)N1CCN(c2nnc(-c3ccccc3)c3ccccc23)CC1 | 22%
COc1cccc(N=Cc2c(O)n(-c3cccc(C)n3)c(=O)c3ccccc23)c1 | -8%
COCCN(C(=O)COc1ccc(Cl)cc1)c1nnc(-c2cccnc2)s1 | 11%
Cc1cc(C)nc(SCC(=O)Nc2ccc(S(=O)(=O)NCCO)cc2)n1 | 4%
O=c1[nH]c2ccc(NC(=S)Nc3ccc(Cl)cc3)cc2[nH]1 | 12%

Structure | HT1080 cytotoxicity
Cc1c(NC(=O)N(C)C)c(=O)n(-c2ccccc2)n1C | 0%
Cc1nn(CC(O)c2ccccc2)c(C)c1Br (stereo unspecified) | -11%
CCOc1ccc(NS(=O)(=O)c2ccc(OC)c(C)c2)cc1 | -16%
COc1cccc(CN2C(=O)CCC2(C)C(=O)NC2CCCC2)c1 (stereo unspecified) | 1%
CCc1c(C(C)S(=O)(=O)c2ccc(C)cc2)[nH]c(=O)n1-c1ccc(OC(F)(F)F)cc1 (stereo unspecified) | -2%
O=C(O)CCCCNCc1ccccc1 | 27%
CC(C)(C)C(=O)Nc1nc(-c2ccc3c(c2)OCO3)cs1 | -2%
O=C(COc1ccc(Cl)cc1)N1CCCC1 | 4%
Cc1ccc(C(C(=O)NCc2ccccc2)N(C(=O)c2csnn2)c2cccc3ccccc23)o1 (stereo unspecified) | -5%
CC(C)(C)SCCNS(=O)(=O)c1ccc2ccccc2c1 | -20%

Structure | HT1080 cytotoxicity
Cc1nn(Cc2ccc(Cl)cc2)c(=O)n1N(C)c1ncc(C(F)(F)F)cc1Cl | 5%
O=C(COc1ccc(Br)cc1)N1CCC(c2ccccc2)C1 (stereo unspecified) | -7%
CCC1=C(OC(=O)N(CC)CC)N2C(=O)OC(=NCc3ccccc3)[C@]2(C)[C@H]2C1=CC[C@H]1C(=O)N(CC(=O)OC)C(=O)[C@H]12 | -7%
c1ccc(OCc2nc(-c3cccs3)no2)cc1 | 6%
COc1cc(OC)c(-n2c(C)cc(C=O)c2C)cc1Cl | -13%
COC(=O)N1CC=CC1(C)C(=O)NCCN1CCOCC1 (stereo unspecified) | -12%

A portion of the library, so the mix of outcomes need not match the whole.
